Screening data deposited in PubChem by National Center for Advancing Translational Sciences (NCATS).
USP2a inh: inhibitors of human ubiquitin-specific protease USP2a | 0.01% of 330,000 active | Potency, µM (series often up to 38.3 µM), for inactives: at the top dose activity change, negative = inhibition, actives largely listed as inhibitors | USP2 core, Ub-CHOP2 coupled fluorogenic reporter, 485/531 | AID 463254;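 note: potency is the fitted concentration of half-maximal effect; plate controls were DMSO wells for no effect and full inhibition by NEM control for full effect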
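Deubiquitinase activity read as fluorescence (485/531 nm) after Ub-CHOP2 cleavage activates the enterokinase reporter on its substrate; USP2 core 10nM, Ub-CHOP2 and substrate 25nM each, 30min compound preincubation then 60min RT; data normalized to NEM, curves fitted.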
KCNH2 WT inh: inhibitors of human wildtype KCNH2 potassium channel. U2OS, BacMam KCNH2, thallium flux FluxOr; active compounds read low. Q12809. 0.37% of 340,000 active. activity change, % at 1.84 µM;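 active = maximum activity change below -70%; inconclusive = maximum activity change between -70% and -50%; inactive = maximum activity change above -50%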; note: % is set by controls: 0 for no effect and ±100 for the full control effect
Target sequence (Q12809 whole entry, looked up): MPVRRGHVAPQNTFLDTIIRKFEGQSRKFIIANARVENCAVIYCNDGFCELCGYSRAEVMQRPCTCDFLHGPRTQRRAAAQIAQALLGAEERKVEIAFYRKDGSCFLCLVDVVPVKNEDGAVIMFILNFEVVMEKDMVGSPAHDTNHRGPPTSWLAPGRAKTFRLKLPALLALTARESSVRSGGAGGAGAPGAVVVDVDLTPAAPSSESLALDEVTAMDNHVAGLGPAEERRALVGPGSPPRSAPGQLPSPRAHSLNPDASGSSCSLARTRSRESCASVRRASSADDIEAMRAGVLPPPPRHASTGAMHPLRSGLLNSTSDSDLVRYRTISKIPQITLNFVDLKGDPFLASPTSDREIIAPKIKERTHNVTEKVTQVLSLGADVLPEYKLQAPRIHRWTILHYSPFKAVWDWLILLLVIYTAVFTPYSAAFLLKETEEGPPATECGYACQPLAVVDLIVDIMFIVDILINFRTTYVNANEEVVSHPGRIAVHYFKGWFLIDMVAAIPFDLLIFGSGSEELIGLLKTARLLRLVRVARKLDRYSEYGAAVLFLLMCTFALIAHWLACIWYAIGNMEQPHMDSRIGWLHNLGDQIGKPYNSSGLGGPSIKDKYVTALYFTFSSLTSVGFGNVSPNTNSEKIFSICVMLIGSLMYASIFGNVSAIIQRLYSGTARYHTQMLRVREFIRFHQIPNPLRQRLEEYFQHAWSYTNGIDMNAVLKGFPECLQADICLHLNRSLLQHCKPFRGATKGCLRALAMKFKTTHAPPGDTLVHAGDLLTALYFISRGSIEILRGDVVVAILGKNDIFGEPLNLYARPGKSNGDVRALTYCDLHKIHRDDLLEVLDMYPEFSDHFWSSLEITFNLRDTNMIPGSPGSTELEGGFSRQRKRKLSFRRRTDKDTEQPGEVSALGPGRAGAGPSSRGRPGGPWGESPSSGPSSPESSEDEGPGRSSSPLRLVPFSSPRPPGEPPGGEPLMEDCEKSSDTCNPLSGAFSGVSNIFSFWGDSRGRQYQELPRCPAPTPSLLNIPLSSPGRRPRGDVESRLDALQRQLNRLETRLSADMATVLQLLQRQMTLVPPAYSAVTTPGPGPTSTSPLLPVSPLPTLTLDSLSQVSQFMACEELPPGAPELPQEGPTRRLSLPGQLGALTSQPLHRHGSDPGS
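U2OS cells transduced with wild-type KCNH2 virus are loaded with FluxOr dye for 45 min, and thallium flux is measured in kinetic reads before and after stimulation buffer. Rate constants are normalized to DMSO controls.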
Giardia killer: Giardia lamblia killing. Giardia lamblia trophozoite viability. activity change, % at 7.66 µM, hits read low. 0.15% of 340,000 active. AID 540267; in the data active = activity change below about -80%; inconclusive = between about -30% and that limit;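 note: parasites exposed to compound for two days anaerobically before the ATP read; % is set by controls: 0 for no effect and ±100 for the full control effect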
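Giardia lamblia trophozoites (100 cells/well) were incubated with compounds for 48 h at 37 deg C under anaerobic conditions. Viability was read as ATP content by one-step luminescence after 15-30 min at room temperature.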
B2AR arrestin: agonists driving beta-arrestin recruitment to human beta2-adrenergic receptor; P07550; beta-arrestin recruitment to beta2AR, cell-based reporter; Potency, µM (doses to about 46.1 µM), for the others: at the top dose activation, most hits filed as activators; 0.02% of 330,000 active; AID 492947;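 note: potency is the fitted concentration of half-maximal effect; 0% = DMSO controls and full agonism = EC100 isoproterenol or metaproterenol; nearly all actives have a fitted effect of over 65% in size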
PKM2 act: increases activity of human pyruvate kinase M2 | 0.34% of 260,000 active | P14618 | Potency, µM (doses to about 57.5 µM), inactives show at the highest dose activation, most hits filed as activators | purified PKM2, Kinase-Glo ATP luminescence, activation; response scale: 0% is enzyme alone, no compound | AID 1631; note: potency is the fitted concentration of half-maximal effect; % is set by controls: 0 for no effect and ±100 for the full control effect; nearly all actives have a fitted effect of over 55% in size
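ATP formation by purified human PK-M2, quantified via coupled luciferase luminescence after 1 h at room temperature with 0.1 mM ADP and 0.5 mM PEP final.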
FBPA coupling cs: inhibits coupling enzyme system, counter-screen for aldolase hits | coupling enzyme system counterscreen, AmpLite Red fluorescence | activity change, negative = inhibition, % at 58.2 µM, hits read low | 0.67% of 290,000 active | AID 2472; in the data active = activity change below about -30%; note: % is set by controls: 0 for no effect and ±100 for the full control effect
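First, compound is pin-transferred into glyceraldehyde-3-phosphate coupling-enzyme reagent at 57.5 uM final and held 10 min at RT. Next, substrate, coupling system and AmpLite Red are added. After 20 min RT, fluorescence (525/598 nm) is read.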
CXXC DNA block: blocks binding of human MLL CXXC domain to DNA; 0.037% of 290,000 active; MLL-CXXC / FITC-HOXA9 DNA fluorescence polarization; Potency, µM (top dose mostly 115 µM), without a hit: at the highest dose activity change, negative = inhibition, most hits filed as inhibitors; Q03164; active = well fitted inhibition curve with a large enough effect in the polarisation, with a control signal flat, not every such curve was filed as active; inconclusive = small, poorly fitted or top-dose-only effect, or effect the other way, or a change in a side signal; inactive = no such curve, though single readings can be large or run the other way; the % refers to the polarisation; note: potency is the fitted concentration of half-maximal effect
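Purified MLL-CXXC (added from a 7 uM solution) was preincubated 5 min at ambient with pinned compounds in 50 mM Tris-HCl pH 7.5, 50 mM NaCl, 1 mM DTT, 0.05% BSA. Fluorescein-labeled HOX-A9 DNA (50 nM solution) followed, 30 min, then polarization read.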
KCNH2 3.1 inh: blocks the human KCNH2 3.1 channel isoform | U2OS KCNH2 3.1, thallium flux FluxOr; active compounds read low | 0.95% of 340,000 active | activity change, % (tested at about 1.8 µM) | AID 720553;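 active = maximum activity change below -70%; inconclusive = maximum activity change from -70% to -50%; inactive = maximum activity change above -50%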;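 note: thallium influx rate constant from kinetic fluorescence after stimulation buffer; % is set by controls: 0 for no effect and ±100 for the full control effect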
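FluxOr-based Tl+ influx in U2OS cells transduced with KCNH2 3.1 virus; rate constants normalized to DMSO controls.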
TRPV1 agonist: activates the human vanilloid receptor TRPV1; Q8NER1; TRPV1-expressing cells, Fluo-8 calcium influx, agonist mode; activation, % at 8.33 µM; 0.19% of 320,000 active; AID 540275; in the data active = activation above about 80%; inconclusive = between about 30% and that limit; note: 0% is about no effect
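Fluo-8 calcium influx in TRPV1-expressing cells, kinetic read (ex 480/em 520 nm). Compound added and read 3 min for agonist activity, followed by capsaicin at EC20 final and 2 min further read for enhancement.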
GALK inh: inhibitors of human galactokinase. P51570. Purified GALK, Kinase-Glo residual ATP luminescence. Potency, µM (doses to about 57.5 µM), without a hit: at the highest dose activity change, negative = inhibition, usual class: inhibitors. 0.007% of 270,000 active. AID 1868; note: potency is the fitted concentration of half-maximal effect; % is set by controls: 0 for no effect and ±100 for the full control effect
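Luminescence from leftover ATP (Ultra-Glo luciferase/luciferin) served as read-out after a 1 h room-temperature reaction of 5 nM GALK with 35 uM ATP and 100 uM galactose.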
Menin-MLL TR inh: inhibitors of human menin-MLL interaction, mutant MLL peptide; O00255; Menin + Texas Red MLL mutant peptide, fluorescence polarization; Potency, µM (titrated, usually from 61.6 µM), for the others: at the highest dose FP activity change, negative = inhibition, actives largely listed as inhibitors; 0.23% of 270,000 active; active = well fitted inhibition curve with a large enough effect in the polarisation, with a control signal flat, not every such curve was filed as active; inconclusive = small, poorly fitted or top-dose-only effect, or effect the other way, or a change in a side signal; inactive = no such curve, though single readings can be large or run the other way; the % refers to the polarisation; note: potency is the fitted concentration of half-maximal effect; % of control where 0% means no effect; many of its hits are not listed in these tables
Numbers without * were called inactive; ? = inconclusive; . = no result given; & = joins results of further samples. Unless noted, calls come from the whole dose curve; as a rule, active = well fitted curve in the direction sought with a large enough effect; inconclusive = small, poorly fitted or top-dose-only effect, or another doubt; inactive = no such curve, though single readings can be large; an effect the other way counts as inactive or inconclusive. This is a subset; count on the stated rates, not on these rows.

entry	Structure	USP2a inh	KCNH2 WT inh	Giardia killer	B2AR arrestin	PKM2 act	FBPA coupling cs
1	COC(=O)c1ccc(N/C(=N/S(=O)(=O)c2ccccc2)c2ccccc2)cc1	3%	26	-13	-0.7%	6%	-1
2	CC(=O)C1=NOC2C(=O)N(c3ccccc3)C(=O)C12 (stereo not given)	1%	1	7	-0.4%	.	-1
3	CCOc1ccc(S(=O)(=O)N(C)c2ccc(OCC(=O)N3CCOCC3)cc2)cc1	0%	0	9	-0.5%	8%	0
4	O=C(CSc1nnc(-c2n[nH]c3ccccc23)n1-c1ccccc1)Nc1cccc(Cl)c1	3%	-4	-9	-1.1%	1%	0
5	COc1ccc(Br)cc1/C=C(\C(=O)O)c1ccc(S(=O)(=O)N2CCCCC2)s1	-8%	1	-5	0.2%	.	.
6	O=C(CCl)NNc1cccc(Cl)n1	1%	-12	9	0.1%	-5%	-1
7	COc1ccc(-c2csc(NC(=O)c3c(C)noc3C)n2)cc1	-1%	-5	3	0.1%	.	.
8	COC(=O)c1ccc(COC(=O)CNS(=O)(=O)c2ccccc2)cc1	-1%	-11	-10	0.0%	0%	0
9	CSc1ccccc1OCc1cc(C(=O)N2CCN(C3CCCC3)C(=O)C2)no1	2%	0	2	-0.1%	-10%	.
10	CC1CCN(C(=O)Cn2c3ccccc3c3nc4n(c(=O)c32)CCCS4)CC1	-8%	8	12	-1.1%	.	.
11	Cc1ccc(S(=O)(=O)N/N=c2\oc3ccccc3cc2C(=O)Nc2cccc(C)c2)cc1	1%	.	.	-0.6%	-3%	2
12	O=C1C2C3C=CC(C3)C2C(=O)N1Nc1c(Cl)cc(Cl)cc1Cl (stereo not given)	0%	-4	12	-0.5%	3%	-2

entry	CXXC DNA block	KCNH2 3.1 inh	TRPV1 agonist	GALK inh	Menin-MLL TR inh
1	-3%	7	7	1%	2%
2	9%	3	-1	3%	-3%
3	-12%	3	?	1%	-4%
4	10%	-28	2	1%	?
5	.	4	-4	.	.
6	-16%	.	-1	-2%	7%
7	.	3	1	.	.
8	-8%	-18	4	0%	-14%
9	6%	0	26	5%	.
10	-10%	15	0	-1%	.
11	-2%	.	0	0%	?
12	-2%	-2	3	-1%	12%

Next part.
entry	Structure	USP2a inh	KCNH2 WT inh	Giardia killer	B2AR arrestin	PKM2 act	FBPA coupling cs
13	CCOP(=O)(c1ccccc1)C(O)c1ccc(F)cc1 (stereo not given)	0%	-16	7	0.0%	-5%	0
14	Fc1ccc(-c2n[nH]c(=S)n2-c2ccc3c(c2)OCCO3)cc1	1%	-8	-17	0.1%	-4%	-1
15	CC[C@]1(O)CC2CN(CCc3c([nH]c4ccccc34)[C@@](C(=O)OC)(c3cc4c(cc3OC)N(C=O)[C@H]3[C@@](O)(C(=O)OC)[C@H](OC(C)=O)[C@]5(CC)C=CCN6CC[C@]43[C@@H]65)C2)C1 (stereo not given in full)	9%	-14	-14	-0.1%	-1%	1
16	COc1cccc(NC(=O)C2CCN(Cc3cnn(-c4ccccc4)c3-n3cccc3)CC2)c1	-22%	32	-11	-0.9%	-3%	3
17	COc1ccc(CNC(=O)c2cc3c(=O)n4ccccc4nc3n(Cc3cccnc3)c2=N)cc1	10%	14	-5	-0.1%	-7%	-1
18	C=C(C)c1cccc(C(C)(C)NC(=O)NC(c2ccccc2)c2ccc(OC)cc2)c1 (stereo not given)	2%	3	25	?	-4%	0
19	COc1ccc(Cl)cc1N1C(=O)[C@@H]2C(c3cccc(OC)c3OC)=NO[C@@H]2C1=O	3%	6	-3	-0.3%	2%	3
20	COCCNC(=O)CCC1CCN(C/C=C/c2ccccc2OC)CC1	0%	6	3	-0.7%	6%	0
21	Nc1ccccc1C#Cc1ccccc1	-1%	-12	-20	0.4%	-2%&-13%	0&-5
22	Cc1cc(C(=O)O)ccc1-c1ccc(/C=C2\NC(=O)N(Cc3ccc(F)cc3)C2=O)o1	3%	-25	-10	-0.6%	2%	4
23	CC(C)(C)c1ccc(OCCC(=O)OCC(=O)N2c3ccccc3NC(=O)C2(C)C)cc1	2%	-1	-8	0.2%	.	.
24	O=C1C2CC=C(Cl)CC2C(=O)N1CCN1CCOCC1 (stereo not given)	1%	-8	-6	0.1%	-6%	2

entry	CXXC DNA block	KCNH2 3.1 inh	TRPV1 agonist	GALK inh	Menin-MLL TR inh
13	2%	-2	-1	0%	11%
14	-6%	1	-1	6%	2%
15	4%	14	-1	-1%	-18%
16	-8%	-3	-9	0%	5%
17	?	-40	24	-4%	-7%
18	-1%	7	0	1%	-17%
19	-1%	17	-2	5%	5%
20	-7%	20	0	0%	-19%
21	-4%	6	5	-3%	?
22	6%	5	-1	.	.
23	.	-20	-4	.	.
24	-7%	.	0	0%	-10%

(next part)
entry	Structure	USP2a inh	KCNH2 WT inh	Giardia killer	B2AR arrestin	PKM2 act	FBPA coupling cs
25	COc1ccc(CNC(=O)C[C@H]2C[C@H](C(=O)N3CCOCC3)[C@@]3(CCC4CCCC4)c4[nH]c5ccc(Cl)cc5c4CCN3C2=O)cc1OC	-1%	-40	-16	0.3%	.	.
26	c1ccc(-c2nc3cnccn3c2Nc2ccc3c(c2)OCCO3)cc1	2%	2	-7	-0.1%	1%	4
27	NC(=O)Cn1c(=O)n(Cc2ccccc2)c(=O)c2cccnc21	3%	0	-23	-0.2%	.	4
28	Cc1cc(=O)[nH]c(SCCCOc2ccc(F)cc2)n1	-4%	-9	-2	0.0%	-1%	3
29	COc1ccccc1OCC(=O)O	5%&3%	6&-6	6&2	-0.3%&-1.1%	-1%&-2%	3&-5
30	CCc1nc(SCC(=O)Nc2ccc(C(=O)O)cc2)n[nH]1	-1%	18	13	0.1%	7%	2
31	O=C(O)c1cccc(-n2cccc2/C=C2/NC(=O)N(c3ccc(Cl)cc3)C2=O)c1	?	1	-23	0.2%	?	3
32	COc1ccc(S(=O)(=O)N2CCN(c3ncnc4c(-c5ccccc5)nsc34)CC2)cc1	1%	2	-3	0.0%	0%	1
33	c1ccc(-n2nnc3ccccc32)nc1	1%	-1	-1	-0.1%	-1%	2
34	NC(=O)c1ccc(NC(=O)COC(=O)CCSc2ccccc2)cc1	-1%	-2	-21	-0.4%	-11%	4
35	Cc1ccc(C(C)C)c(OCc2n[nH]c(=S)o2)c1	-3%	-27	-11	-0.2%	1%	2
36	CCCc1c(C)c2c(C)[nH]nc2oc1=O	-1%	-2	6	0.1%	0%	-4
37	Cc1ccc(C)c(N2CCN(C(=O)C3CCCN(S(=O)(=O)c4c(C)noc4C)C3)CC2)c1 (stereo not given)	3%	-5	8	0.2%	-2%	-5
38	Cc1noc(C)c1COc1ccccc1C(=O)N(C)CC(=O)Nc1cccc(F)c1	0%	17	-3	0.1%	.	.
39	CN1CCN(Cc2nc3c(c(=O)n(C)c(=O)n3C)n2CCCc2ccccc2)CC1	1%	-15	-9	-0.5%	-3%	3

entry	CXXC DNA block	KCNH2 3.1 inh	TRPV1 agonist	GALK inh	Menin-MLL TR inh
25	.	-18	.	.	.
26	2%	-2	6	1%	4%
27	-2%	-1	-1	0%	2%
28	-19%	-5	2	2%	4%
29	0%&2%	3&-1	-2&2	1%&-1%	-4%&-5%
30	0%	-1	0	2%	3%
31	-7%	-27	0	2%	?
32	6%	14	-1	4%	-11%
33	-4%	-1	-1	11%	0%
34	-9%	-24	.	1%	.
35	7%	.	2	8%	0%
36	8%	12	1	-4%	5%
37	1%	-9	-2	-2%	-27%
38	.	14	2	.	.
39	-3%	12	0	-2%	3%

Complete entries, quoted from the list. Screens in order: USP2a inh, KCNH2 WT inh, Giardia killer, B2AR arrestin, PKM2 act, FBPA coupling cs, CXXC DNA block, KCNH2 3.1 inh, TRPV1 agonist, GALK inh, Menin-MLL TR inh
Cc1ccc(C(C)C)c(OCc2n[nH]c(=S)o2)c1 is listed as -3%, -27, -11, -0.2%, 1%, 2, 7%, ., 2, 8%, 0%
c1ccc(-n2nnc3ccccc32)nc1 is listed as 1%, -1, -1, -0.1%, -1%, 2, -4%, -1, -1, 11%, 0%
NC(=O)c1ccc(NC(=O)COC(=O)CCSc2ccccc2)cc1 is listed as -1%, -2, -21, -0.4%, -11%, 4, -9%, -24, ., 1%, .
Cc1cc(=O)[nH]c(SCCCOc2ccc(F)cc2)n1 is listed as -4%, -9, -2, 0.0%, -1%, 3, -19%, -5, 2, 2%, 4%
